# PL biosyn Enam: animal cell phospholipid biosynthesis inhibition, Enamine screen. ZR-82 CHO cells, pyrene fatty acid UV survival, CellTiter Blue; peroxisome-deficient CHO-K1 mutant line; plus DGAT-1, DGAT-2 and ACAT inhibitors. calls only at 10 µM. 20,000 compounds, 0.4% hits. AID 1347385;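 active = cell survival signal 2 SD away from solvent-only control wells, confirmed on one or two retests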;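 note: 3 h compound exposure then viability read about one day after UV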
# Calls only; i = inactive. A portion of the library, so the mix of outcomes need not match the whole.
# Start of the data: the first ten entries as a preview:
SMILES,PL biosyn Enam
S=c1n(CN2CCCC2)nc(C2COc3ccccc3O2)n1-c1ccccc1 (stereo not given),i
O=S(=O)(c1ccc(SCc2cc3c(cc2Br)OCCO3)nc1)N1CCOCC1,i
Cc1cc(C(=O)CSc2nnc(Cc3cccs3)n2C2CC2)c(C)n1C(C)C,i
Cc1nc(NC2CCCCC2)c2c3c(sc2n1)CCC3,i
CC1=C(C(=O)OCC(C)C)C(c2cccs2)NC(=S)N1 (stereo not given),i
O=C(CCC(=O)c1cccs1)NNC(=O)c1cc2c(s1)CCCC2,i
Clc1cc2c(c(CSc3nnnn3-c3ccccc3)c1)OCOC2,i
Cn1cc(-c2nn(-c3ccccc3)cc2/C=N/NC(N)=S)c2ccccc21,i
COCC1=CC(O)N=C(Nc2nc(C)c3ccccc3n2)N1 (stereo not given),i
O=C(NCC12CC3CC(CC(C3)C1)C2)NC1CCCCC1,i

# The whole of this part, repeating the preview:
SMILES,PL biosyn Enam
S=c1n(CN2CCCC2)nc(C2COc3ccccc3O2)n1-c1ccccc1 (stereo not given),i
O=S(=O)(c1ccc(SCc2cc3c(cc2Br)OCCO3)nc1)N1CCOCC1,i
Cc1cc(C(=O)CSc2nnc(Cc3cccs3)n2C2CC2)c(C)n1C(C)C,i
Cc1nc(NC2CCCCC2)c2c3c(sc2n1)CCC3,i
CC1=C(C(=O)OCC(C)C)C(c2cccs2)NC(=S)N1 (stereo not given),i
O=C(CCC(=O)c1cccs1)NNC(=O)c1cc2c(s1)CCCC2,i
Clc1cc2c(c(CSc3nnnn3-c3ccccc3)c1)OCOC2,i
Cn1cc(-c2nn(-c3ccccc3)cc2/C=N/NC(N)=S)c2ccccc21,i
COCC1=CC(O)N=C(Nc2nc(C)c3ccccc3n2)N1 (stereo not given),i
O=C(NCC12CC3CC(CC(C3)C1)C2)NC1CCCCC1,i
Cn1cnc([N+](=O)[O-])c1Sc1nnc(NC(C)(C)C)s1,i
O=c1cc(CNc2ccc(F)cc2F)c2cc3c(cc2o1)CCC3,i
OC(COCC1COc2ccccc2O1)C[N+]1(Cc2ccc(Cl)cc2)CCCC1 (stereo not given),i
O=C(CSc1ncnc2sc3c(c12)CCCC3)NC12CC3CC(CC(C3)C1)C2,i
CSc1nc2ccc(N)cc2s1,i
FC(F)(F)c1nc2n(n1)C(c1ccc3c(c1)OCCO3)C=C(c1cccc(-n3cnnn3)c1)N2 (stereo not given),i
Cn1c(P(=O)(O)c2ccccc2)nc2ccccc21,i
c1ccc(-c2ccc(-c3cn4c(n3)SCC4)cc2)cc1,i
O=c1cc(C(F)(F)F)c2ccc(OCc3cc(=O)n4ccsc4n3)cc2o1,i
CC(NC(=O)/C(=C/c1cccs1)c1cccs1)C1CC2CCC1C2 (stereo not given),i
C#CCSc1nc2cc(Cl)ccc2o1,i
C=CC(=O)NC(=O)NC12CC3CC(CC(C3)C1)C2,i
O=P1(Nc2ccccc2-c2nc3ccccc3[nH]2)C=C(c2ccccc2)OC(c2ccccc2)=C1,i
Cc1sc2ncnc(OCC(=O)N3CCCC3)c2c1C,i
O=C(OCC(=O)N(C1CCCCC1)C1CCCCC1)c1cnccn1,i
COC(=O)c1sc(N)c(C(=O)OC)c1COC(=O)/C=C/c1cccs1,i
O=c1c2cc(Br)ccc2nc(SCc2cc(=O)n3ccsc3n2)n1-c1ccccc1,i
c1ccc(Cn2c(C3CCCO3)nc3ccccc32)cc1 (stereo not given),i
COCCN=c1scc(-c2ccc(OC(F)F)cc2)n1/N=C/c1cc(OC)c(OC)c(OC)c1,i
Oc1cc2c(cc1CN1CCN(c3ccc(C(F)(F)F)cn3)CC1)CCC2,i
c1ccc(-c2ccccc2OCc2ccc(-c3nnc4n3CCC4)cc2)cc1,i
N=C1NC(=O)S/C1=C\c1ccc(Cl)cc1,i
Cc1ccc(I)c(C)c1[N+](=O)[O-],i
Clc1ccc2oc(/C=C/c3ccccc3Br)nc2c1,i
CNC(=O)NC(=O)COC(=O)CN1C(=O)C2CCCCC2C1=O (stereo not given),i
CC1=C(C(=O)N(C)C)C(c2ccc(C)s2)NC(=S)N1 (stereo not given),i
c1coc(-c2cc(CSc3nnc(Cc4cccs4)n3C3CC3)no2)c1,i
CCN(CC)P1(=Nc2ccccc2Cl)/C(=C2\N(C)c3ccccc3C2(C)C)C=NN1C (stereo not given),i
Nc1cc(S(=O)(=O)N2CCOCC2)ccc1Cl,i
Cc1nc(SCc2cc(=O)n3ccsc3n2)nc(C)c1C,i
Cc1nc2ccc(I)cn2c1/C=N/NC1CCS(=O)(=O)C1 (stereo not given),i
O=C(N/N=C/c1cccs1)C12CC3CC(CC(C3)C1)C2,i
CC(Sc1nnc(C2CC2)n1C1CC1)C(=O)Nc1ccnn1C(C)C (stereo not given),i
FC(F)Oc1ccccc1N=Cc1c2ccccc2cc2ccccc12,i
c1ccc(CSc2cc(-c3ccccc3)c3ccccc3n2)cc1,i

# 3 compounds drawn at random from those above:
SMILES,PL biosyn Enam
CC(NC(=O)/C(=C/c1cccs1)c1cccs1)C1CC2CCC1C2 (stereo not given),i
Cc1nc2ccc(I)cn2c1/C=N/NC1CCS(=O)(=O)C1 (stereo not given),i
Cc1ccc(I)c(C)c1[N+](=O)[O-],i

# Next part
SMILES,PL biosyn Enam
CCN(CC)CCNc1nc2ccc(Cl)cc2[nH]1,i
O=C(N/N=C/c1sc(N2CCCCC2)nc1-c1cccs1)C1CC1,i
Clc1ccc2nnn(OCCOc3ccc(Br)cc3)c2c1,i
Cc1csc2nc(CSc3ncn[nH]3)cc(=O)n12,i
C/C(=C\C(=S)Nc1ccccc1)Nc1cccc2ccccc12,i
O=c1c2ccccc2cnn1-c1ccc2ccccc2c1,i
N=C1CCn2nc3c(c2=N1)=C1Sc2ccccc2N1CCC3,i
S=c1n(CN2CCOCC2)nc(Cc2cccs2)n1C1CCCCC1,i
Cn1c(SCC(=O)N/N=C2\CC3CCC2(C)C3(C)C)nnc1-c1ccco1 (stereo not given),i
Cn1/c(=N/N=C2\C(=O)Nc3ccc(F)cc32)sc2ccccc21,i
CN(Sc1ccccc1[N+](=O)[O-])c1ccccc1,i
CN1CCC(N(C)C(=O)n2cc[n+](C)c2)CC1,i
CCC1CCCCN1Cn1nc2c(Cl)cc(Cl)cn2c1=S (stereo not given),i
O=C(/C=C/Nc1cccnc1)C(F)(F)F,i
CCC(CC)(C(=O)O)C(=O)O,i

# Overlap with the part before: eight entries, followed by the next part.
SMILES,PL biosyn Enam
S=c1n(CN2CCOCC2)nc(Cc2cccs2)n1C1CCCCC1,i
Cn1c(SCC(=O)N/N=C2\CC3CCC2(C)C3(C)C)nnc1-c1ccco1 (stereo not given),i
Cn1/c(=N/N=C2\C(=O)Nc3ccc(F)cc32)sc2ccccc21,i
CN(Sc1ccccc1[N+](=O)[O-])c1ccccc1,i
CN1CCC(N(C)C(=O)n2cc[n+](C)c2)CC1,i
CCC1CCCCN1Cn1nc2c(Cl)cc(Cl)cn2c1=S (stereo not given),i
O=C(/C=C/Nc1cccnc1)C(F)(F)F,i
CCC(CC)(C(=O)O)C(=O)O,i
CN(C)S(=O)(=O)c1ccc(I)cc1,i
Cc1ccc(S(=O)(=O)OC2C(O)C(CO)OC2n2ncc(=O)[nH]c2=O)cc1 (stereo not given),i
Oc1ccc2ccccc2c1C=NCc1cn2ccsc2n1,i
FC(F)Oc1ccc(C2=Nn3c(COc4ccccc4)nnc3SC2)cc1,i
Cn1c(N)c(C(=O)CSc2nnc(C3CC3)n2C2CC2)c(=O)n(C)c1=O,i
CN(C)C(CNC1CC2CC1C1CCCC21)c1ccco1 (stereo not given),i
CC(C)(C)C1CCC(OC(=O)c2ccco2)CC1 (stereo not given),i
Cc1cc(C(=O)CSc2nnc3n2CCCCC3)c(C)n1-c1ncn[nH]1,i
COc1cc(-c2nnc(COc3ccc(Br)cc3Cl)o2)cc(OC)c1OC,i
NS(=O)(=O)c1ccc(N2C(=O)CSC2=S)cc1,i
COCCn1c(O)c(C=NCC(N)=O)c(=O)[nH]c1=S,i
CC(C)(C)C1CCc2sc(C(=O)NN3C(=O)NC4(CCCCC4)C3=O)cc2C1 (stereo not given),i
Cc1nc(SCC(=O)c2c(N)n(C3CC3)c(=O)[nH]c2=O)n(C2CCCC2)c1C,i
O=S(=O)(c1cc(Br)ccc1Br)N1CCCCCCC1,i
Cc1nc(SCC(=O)N2CCC(C)CC2)c2c3c(sc2n1)CCC3,i
Cc1ccc(C)c(S(=O)(=O)N/N=C/c2ccc(C(C)(C)C)cc2)c1,i
Fc1ccc(-c2csc(/C=C/c3ccsc3)n2)cc1,i
O=[N+]([O-])c1ccc(Oc2cccnc2[N+](=O)[O-])c(Cl)c1,i
Cc1nn(-c2ccccc2)c(C)c1P(=Nc1ccc([N+](=O)[O-])cc1)(N1CCOCC1)N1CCOCC1,i
COC(=O)C1(S(=O)(=O)C2(C(=O)OC)CCCC2)CCCC1,i
Cc1nnc(SCCC(C)C)[nH]c1=O,i
CCCNS(=O)(=O)c1ccc(I)cc1,i
CC(=O)c1c(C)[nH]c(C(=O)OCc2nnsc2Cl)c1C,i
FC(F)(F)c1ccc(-n2ccnc2)nc1,i
Cc1cccn2c(=O)c3cc(C(=O)NC4CCS(=O)(=O)C4)sc3nc12 (stereo not given),i
CCC1CCc2sc(-c3n[nH]c(=S)n3C)cc2C1 (stereo not given),i
C=CCn1c(CCc2cc(C(C)(C)C)c(O)c(C(C)(C)C)c2)n[nH]c1=S,i
C/C(=N\NC(=O)OC(C)(C)C)c1ccc(C)s1,i
COc1ccc(/C=C2\CCCC[n+]3c(-c4ccc(F)cc4)csc32)c(OC)c1,i
CC12COC3(C(N)=O)CC1CCC32C (stereo not given),i
Nc1cc(=O)[nH]c(SCC(=O)Nc2ncc(Cl)cc2Cl)n1,i
CCC(C)NC(=O)CSc1nn2c(=O)c(C(C)(C)C)nnc2s1 (stereo not given),i
NC1=NC(c2ccc(F)c(F)c2)n2c(nc3ccccc32)N1 (stereo not given),i
C(=C\c1ccc(N2N=C(c3ccccc3)CC2c2ccccc2)cc1)/c1ccc(-c2ncc(-c3ccccc3)o2)cc1 (stereo not given),i
Cc1cc(C(=O)NN=C2CCCCCCCCCCC2)c(C)o1,i
Cc1cc(C(=O)CSc2nnc(C3CC3)n2C2CC2)c(C)n1CC1CCCO1 (stereo not given),i
Oc1ccc(/C=N/N2CCOCC2)cc1,i
CC(C)(C)C(=O)/C=c1\s/c(=C\c2cccs2)c(=O)n1Cc1cc(=O)n2ccsc2n1,i
COc1ccc(O)c(C2Nc3ccccc3-c3nc4ccccc4n32)c1 (stereo not given),i
CC(C)CCC1(C)NC(=O)N(CC(=O)NC2CCS(=O)(=O)C2)C1=O (stereo not given),i
S=c1[nH]nc(N2CCCC2)n1-c1ccccc1Cl,i
Cc1sc2ncnc(Oc3ccc4cc(Br)ccc4c3)c2c1C,i
O=c1cc(CP(=O)(c2ccccc2)c2ccccc2)[nH][nH]1,i
O=C(NN=C1CCCCC1)NC1CCCCC1,i
CCC1S/C(=N\N=C\c2ccco2)NC1=O (stereo not given),i
O=C(CN1CCN(C(=O)c2cccs2)CC1)NC(=O)NCc1ccco1,i
Cc1nnc(NC(=O)c2cc3c(C)nn(CC(C)C)c3s2)s1,i
O=c1cc(CSc2nnc(NC3CC3)s2)nc2sccn12,i
C(=C(c1nc2ccccc2s1)c1nc2ccccc2s1)c1ccncc1,i
CN(C)S(=O)(=O)c1cccc(-c2nnc3n2N=C(c2ccc(C4CCCCC4)cc2)CS3)c1,i
C(=N\n1c(-c2ccc3c(c2)OCCO3)csc1=NCCc1ccccc1)/c1ccccn1,i
COc1ccc(C2SCCN2S(=O)(=O)c2ccc(Br)cc2)cc1OC (stereo not given),i
O=[N+]([O-])c1ccccc1Oc1ccccn1,i
O=S(=O)(NC1CCSc2ccccc21)c1ccc(Cl)cc1C(F)(F)F (stereo not given),i
O=C1c2ccccc2S(=O)(=O)N1CCSc1nc2ccccc2[nH]1,i
O=S(=O)(c1ccc(S(=O)(=O)N2CCCC2c2nc3ccccc3s2)cc1)N1CCOCC1 (stereo not given),i
Cc1c(C)c2cc3c4c(oc3cc2oc1=O)CCCC4,i
O=[N+]([O-])c1ccc(Cl)cc1NC1C2CC3CC(C2)CC1C3 (stereo not given),i
Oc1cccc2c(NC(=S)NC3CC3)cccc12,i
O=C1Nc2ccc(Br)cc2C1=Nc1cc(Cl)cc(Cl)c1,i

# Remaining list, next part:
SMILES,PL biosyn Enam
CCOC(=O)N1CCN(C(=O)c2cc3c(=O)n4ccccc4nc3n2C)CC1,i
CC(=O)NC12CC3CC(C1)CC(C(=O)O)(C3)C2,i
CCC(=O)N(c1nnc(SCc2cc(=O)n3ccsc3n2)s1)C1CC1,i
O=C(CSc1nnnn1C1CCCC1)N1N=C(c2cccs2)CC1c1cccs1 (stereo not given),i
CC(C)N1C(=O)S/C(=C\c2ccc(N3CCCCC3)o2)C1=O,i
CS(=O)(=O)Nc1nc2ccc(S(C)(=O)=O)cc2s1,i
CS(=O)(=O)Nc1ccc(Cl)cc1F,i
CCOC(=O)c1c(N)sc(C(=O)OC)c1CC(=O)OC,i
Cn1c2c(c(=O)n(C)c1=O)C(c1ccncc1)C1=C(N2)c2ccccc2C1=O (stereo not given),i
Clc1cnc(N/N=C2/CCCc3ccccc32)c(Cl)c1,i
C/C=C/C(=O)Nc1nnc(C2CC2)s1,i
Brc1ccc(C2=CC(c3cccc4ccccc34)C3N=NNC3=N2)cc1 (stereo not given),i
CC1CN(c2nc3ccccc3nc2NS(=O)(=O)c2ccc3c(c2)OCCO3)CC(C)O1 (stereo not given),i
O=[N+]([O-])c1cc(S(=O)(=O)Nc2cc(Cl)ccc2F)ccc1F,i
COc1ccc(/C=[N+](\C)[O-])cc1OC,i
CC(O)Cc1nsc(NC(=O)c2cccs2)n1 (stereo not given),i
O=S1(=O)CCN2C(c3cccc(Br)c3)=CSC2=N1,i
S=C(Nc1ccc(Cl)c(Cl)c1)NC12CC3CC(CC(C3)C1)C2,i
CC1CCc2sc(-c3nnc(SCC4CCOCO4)o3)cc2C1 (stereo not given),i
Fc1c(F)c(F)c(CSc2nc(=S)c3ccccc3[nH]2)c(F)c1F,i
CC(C)(C)OC(=O)NCCC(=O)O,i
CCc1nn2c(=O)cc(COC(=O)c3c(C)noc3C)nc2s1,i

# Bioassay records deposited in PubChem BioAssay by School of Medicine, Boston University.
